HIF-2a block: HIF-2a reporter inhibitors, primary screen, luminescence, 786-0 RCC cells; 786-0 RCC cells HIF-2a reporter, luciferase luminescence, overnight; inhibition, % at 18.8 µM; 360,000 compounds, 0.72% hits; AID 624352, 2012;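 active = inhibition of the luminescence signal of 40% or more relative to plate controls, in a single-dose primary screen at 18.75 µM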
Shn3 3UTR inh: reduction of Shn3 3'UTR firefly luciferase signal, primary screen, Schnurri-3 inhibitor project, cell-based, Clone20 osteoblasts, set 2 | inhibition, % at 12.5 µM | Clone20 osteoblast Shn3 3'UTR firefly luciferase, 24 h | 360,000 compounds, 0.52% hits | AID 588674, 2011;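 active = mean inhibition of at least 75% with every replicate also reaching 75%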;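 also: 0% = median of neutral control wells and 100% = pilot-screen positive control compound; some compounds past the cut are filed as inactive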
aDG glyco act: activators of alpha-DG glycosylation, primary screen, uHTS, Pro5-aDG cells, AlphaScreen; alpha-DG glycosylation AlphaScreen (IIH6); 0% Pro5, 100% B10-LARGE cell signal; activation, % at 10 µM; 360,000 compounds, 0.22% hits;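 active = activation of at least 8% versus controls, or a plate z-score of at least 8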;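 also: Pro5 are CHO cells carrying HIG-tagged alpha-DG that lacks glycosylation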
NR2E3 ag-1: inhibitors of NR2E3-RetCOR corepressor binding, primary screen, NR2E3 agonist project, biochemical, TR-FRET, GST-NR2E3, biotin-RetCOR. Photoreceptor-specific nuclear receptor (Homo sapiens), Q9Y5X4. 1536-well. inhibition of corepressor binding, % at 4.78 µM. 320,000 compounds, 0.12% hits. AID 2300, 2010;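 active = percent inhibition above the cutoff of mean plus 3 SD of all tested compounds, set per screening campaign, cut at about 20% in these data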;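 also: 0% = DMSO wells and 100% = biotin wells as full block of FRET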
Target sequence (Q9Y5X4 whole entry, looked up): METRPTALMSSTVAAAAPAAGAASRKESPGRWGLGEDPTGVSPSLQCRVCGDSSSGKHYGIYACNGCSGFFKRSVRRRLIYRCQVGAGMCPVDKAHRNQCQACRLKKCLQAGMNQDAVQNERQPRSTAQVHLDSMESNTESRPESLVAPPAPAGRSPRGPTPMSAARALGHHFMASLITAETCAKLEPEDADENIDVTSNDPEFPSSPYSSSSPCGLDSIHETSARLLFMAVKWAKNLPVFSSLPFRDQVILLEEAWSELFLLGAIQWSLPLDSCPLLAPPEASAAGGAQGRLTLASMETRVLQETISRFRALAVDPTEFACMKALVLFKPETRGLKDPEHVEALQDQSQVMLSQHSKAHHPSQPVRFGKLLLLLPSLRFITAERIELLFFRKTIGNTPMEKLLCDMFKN
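Test system – NR2E3–RetCOR corepressor complex · Quantity – NR2E3 fusion 1.35 nM · Buffer or medium – Tris pH 7.5 · Incubation – Compound–protein incubation for 5 h at 4 °C · Technique – TR-FRET, Eu(K)-anti-GST donor, streptavidin-D2 acceptor, ex 340, em 617/671 nm · Evaluation – percent inhibition of 671/617 nm emission ratio versus biotin and DMSO controls · Plate – 1536-well format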
Peg3 prom inh: Peg3 promoter-driven luciferase inhibitors, primary screen, cell-based, HeLa, luciferase luminescence; HeLa PEG-Prom luciferase reporter, overnight; inhibition, % at 20 µM; 360,000 compounds, 1.7% hits; AID 588405, 2011;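 active = inhibition of at least 50% at 20 µM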
CF NFkB block: inhibitors of PAF-induced NF-kB signaling, primary screen, cell-based, GFP fluorescence, uHTS; 360,000 compounds, 0.86% hits; inhibition, % at 5 µM; KKLEB NF-kB-GFP reporter, GFP fluorescence overnight;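 active = at least 50% inhibition at 5 µM, scaled per plate between neutral and stimulator controls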;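 also: PAF is a Pseudomonas aeruginosa culture filtrate used as stimulus; plate controls were PAF-stimulated DMSO wells for no effect and unstimulated DMSO wells for full effect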
MITF TRPM1 inh: inhibitors of MITF-dependent TRPM1 promoter reporter, primary screen, cell-based, SK-MEL-5, single point, luciferase. SK-MEL-5 TRPM1 promoter luciferase, 24 h. inhibition, % at 12.5 µM. 330,000 compounds, 0.83% hits;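 active = mean inhibition across replicates of 60% or more, whatever share of single replicates reaches that level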; also: values of inactives mirror those of a sister screen read the other way
hiPSC survival: enhancers of single-cell hiPSC survival, primary screen, ATPlite luminescence; 100% = ROCK inhibitor wells, 0% = DMSO; survival enhancement, % at 20 µM; 360,000 compounds, 0.044% hits; AID 602274, 2012; in the data active = survival enhancement above about 18%;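 also: cells exposed to compounds for 16 hours before the ATP read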
KKLEB tox: cytotoxicity in KKLEB CF airway cells, primary screen, cytotoxicity control for CF NF-kB inhibitor project, cell-based, uHTS, fluorescence assay plates. 360,000 compounds, 0.36% hits. AID 602141, 2011. activity change (cytotoxicity), % at 5 µM. KKLEB CF airway cells viability, ATPlite luminescence, overnight; hits give low values; cells stimulated with P. aeruginosa culture filtrate;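 active = corrected activity change at or below -50% at 5 µM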
NR2E3 ag-2: NR2E3 agonists in two-hybrid cells, primary screen, cell-based, luminescence, CHO-S, Gal4-NCOR/VP16-NR2E3 | 360,000 compounds, 0.35% hits | luciferase | inhibition of corepressor binding, % at 3.98 µM | Photoreceptor-specific nuclear receptor (Homo sapiens), Q9Y5X4 | AID 602229, 2012;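 active = inhibition above the mean of all tested compounds plus 3 SD, cut at about 70% in these data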;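 also: 0% = DMSO with NR2E3 transfected cells and 100% = cells lacking NR2E3 construct; higher means lower luciferase signal from less NR2E3 corepressor binding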
TWEAK-Fn14 inh: inhibitors of TWEAK-Fn14 signaling, primary screen, luciferase reporter cells, uHTS; 360,000 compounds, 2% hits; TWEAK-stimulated Fn14 reporter cells, luciferase luminescence, 8 h; inhibition, % at 10 µM; in the data active = inhibition above about 50%
The depositor's hits bear a star; / = no result given.

cpd	SMILES	HIF-2a block	Shn3 3UTR inh	aDG glyco act	NR2E3 ag-1	Peg3 prom inh	CF NFkB block	MITF TRPM1 inh	hiPSC survival	KKLEB tox	NR2E3 ag-2	TWEAK-Fn14 inh
1	CCOC(=O)NNC(=O)C1CCC(C)CC1 (stereo not drawn)	9.0	-24.7	-0.2	-2.3	5.3	22.6	1.9	0.2	1.8	-20.9	3.3
2	CCN(c1ccc(NC(=O)COC(=O)c2cc3ccccc3oc2=O)cc1)C(C)C	-11.3	-6.7	-0.4	6.7	-15.9	3.6	4.1	-0.4	14.3	-25.8	-4.2
3	O=C(/C=C\Nc1ccc2c(c1)OCO2)c1cccs1	-87.3	-8.3	0.8	-5.4	3.8	-0.2	10.2	-2.2	-39.0	-135.1	30.0
4	O=C(CCc1ccccc1)NCC1(c2ccccc2)CCCC1	13.2	-0.1	0.0	1.6	7.6	-5.9	3.3	0.9	0.8	6.6	9.4
5	Cc1ccc2c(C)c(C(=O)Nc3cccnc3)oc2c1	-200.7	-46.7	0.0	4.5	-95.1	-10.0	-43.5	0.2	12.3	4.5	3.7
6	COc1ccc(C(=O)NCC(=O)NCC2COc3ccccc3O2)cc1 (stereo not drawn)	4.6	-2.8	0.0	2.5	2.0	19.2	1.9	7.2	-1.4	4.8	5.1
7	Cc1ccc(C)c2[nH]c(=O)c(CN(Cc3ccco3)C(=S)NCC3CCCO3)cc12 (stereo not drawn)	15.0	18.3	0.3	6.0	4.6	-20.4	4.6	0.4	-7.5	-7.0	27.0
8	OC(CN=c1sc2ccccc2n1CC(O)COc1ccccc1)COc1ccccc1 (stereo not drawn)	2.9	-24.4	0.6	0.9	48.7	-2.6	5.7	-1.4	-2.8	-16.5	70.7*
9	CC(=O)c1ccc(Nc2nc(-c3ccccc3)nc3ccccc23)cc1	-36.6	-19.0	0.0	/	11.4	-35.3	0.9	-0.8	6.3	16.1	9.7
10	O=C(CC1C(=O)NCCN1Cc1cccc(F)c1)NC1CCCCC1 (stereo not drawn)	5.1	76.4	-0.2	-5.0	3.7	3.0	-4.8	-0.1	-3.7	-13.9	-3.9
11	COc1ccccc1Cn1c(=S)[nH]c2ccc(F)cc2c1=O	22.0	-11.1	0.0	5.5	-0.4	-4.3	-1.9	-0.3	8.5	-31.4	13.8
12	CCn1c(SCC(=O)Nc2ccc3c(c2)OCO3)nnc1C1CC1	-5.2	-23.3	-0.1	3.1	0.6	-2.0	-4.6	-0.5	0.5	-19.2	-3.5
13	Cc1nc2ccccc2nc1OCC(=O)NCc1ccc2c(c1)OCO2	19.0	-6.5	0.7	0.1	11.8	0.6	-1.8	1.6	-4.3	8.0	-19.5
14	COc1cccc(C(=O)NCC2CCCN(C3CCCCC3)C2)c1OC (stereo not drawn)	22.0	-16.9	-0.1	/	8.5	-6.3	-5.9	-0.7	4.3	12.8	-18.9
15	CCOC(=O)[C@H]1[C@H]2COc3ccccc3[C@@H]2N2C(=O)c3c(C)cc(C)cc3NC(=O)[C@@]12C	15.9	-6.2	-0.1	0.4	-2.9	11.5	-5.6	-0.6	-6.7	-16.1	-0.3
16	O=C(N/N=C/c1ccccc1Br)c1cccc(S(=O)(=O)N2CCOCC2)c1	-45.1	8.6	0.1	4.2	-1.8	-10.1	3.4	6.4	9.2	8.4	-9.7
17	Cc1ncoc1C(=O)N1CCCC(C(=O)c2ccc3c4c(cccc24)CC3)C1 (stereo not drawn)	-18.1	25.5	0.0	2.9	7.2	16.2	-10.2	-0.5	-0.1	-18.7	-10.9
18	CCC(CC)C(=O)Nc1cccc(/C(C)=N/NC(=O)c2c(Br)cnn2C)c1	6.6	5.4	-0.2	-2.0	-15.8	-11.0	-6.4	-0.3	12.6	-8.2	-5.9
19	Cc1ccc(CNC(=O)CCS(=O)(=O)c2ccc3c(c2)CC(C)N3C(=O)C2CC2)o1 (stereo not drawn)	15.8	10.4	0.3	1.1	11.6	-9.9	17.3	-0.6	5.8	-2.3	6.0
20	CCOC(=O)C1CCN(C(=O)c2ccc(Br)o2)CC1	9.1	13.0	-0.1	-3.1	5.3	-3.0	-1.8	1.8	3.4	-14.0	1.1
21	O=C(c1ccco1)N1N=C(C2CCCCC2)CC1(O)C(F)(F)F (stereo not drawn)	7.8	6.4	0.0	-1.2	13.3	17.4	7.0	-1.0	-9.3	-2.2	-11.4
22	CCOC(=O)c1cnc(Nc2ccccc2)nc1C(F)(F)F	-195.6	-13.4	0.0	3.1	-172.7	3.9	-47.3	0.0	1.8	-89.0	2.9
23	CC(=O)c1cc(C(=O)c2ccccc2)sc1Nc1ccccc1	-162.9	-38.9	0.0	2.2	-142.3	7.2	-62.0	1.5	-4.5	-30.7	-35.0
24	Cn1c(C(=O)N[C@@H](C(=O)O)c2ccccc2)cc2cc(Cl)ccc21	28.1	-21.2	0.2	3.0	16.2	-11.8	13.6	0.3	10.6	-1.5	15.0
25	CS(=O)(=O)c1ccc(Cl)c(NC(=O)Nc2ccccc2)c1	-5.6	5.5	0.0	-0.5	1.0	11.5	-11.8	0.0	-1.3	10.1	-16.5
26	COCCN(CC(=O)Nc1cccc(C)c1C)C(=O)c1ccc2ccccc2n1	-117.0	-53.8	0.1	1.6	-115.6	-12.4	-11.0	2.9	3.2	-62.6	-14.4
27	COc1cccc(NC(=O)CSc2nnc(COc3ccc4c(c3)CCCC4)o2)c1	-7.4	21.9	0.0	0.4	-3.0	-3.5	-2.3	-2.1	5.2	-27.3	2.2
28	CC(C)c1ccc(C(=O)N2CCCN(C(=O)c3ccc(C(C)C)cc3)CC2)cc1	4.3	22.7	0.4	0.3	14.2	-23.0	2.4	-1.8	15.9	-2.9	13.1
29	CCc1ccc(CC)c(S(=O)(=O)Nc2ccc(C(=O)O)c(O)c2)c1	4.5	-16.1	0.0	1.3	-16.1	-10.4	9.8	-1.1	-2.6	-7.3	-12.1
30	N=c1oc2ccc3ccccc3c2cc1C(N)=S	-12.3	1.2	0.7	3.4	-7.1	-23.9	12.9	-0.1	17.5	1.6	-3.0
31	COc1ccc(C(C(=O)NC2CCCCC2)N(C(=O)c2ccco2)c2ccccc2OC)cc1 (stereo not drawn)	16.9	5.2	-0.1	0.9	15.8	-2.2	9.3	0.4	-3.8	-19.0	-3.9
32	O=C(CN1C(=O)S/C(=C\c2ccccn2)C1=O)Nc1ccc(F)cc1	5.5	-5.2	0.2	/	-5.6	-19.8	-9.9	-0.3	-7.1	-16.4	-22.9
33	O=C1C(=O)N(C2CCS(=O)(=O)C2)C(c2cccc(O)c2)/C1=C(/O)c1ccc(Cl)cc1 (stereo not drawn)	3.8	-13.1	-0.2	2.6	-1.0	3.4	-3.5	-0.4	-0.7	-4.8	-6.2
34	O=C(CSc1nnnn1C1CC1)Nc1cc(S(=O)(=O)N2CCCC2)ccc1Cl	14.2	-6.2	1.0	/	6.2	-7.9	15.8	-2.2	9.9	-22.3	-18.1
35	O=C(CN1C(=O)/C(=C/c2ccccc2F)Sc2ccccc21)NCCCN1CCOCC1	1.1	-8.5	0.1	1.5	-8.2	11.8	-5.0	-0.6	-6.4	-3.4	-13.2
36	CC(C)OP(=O)(OC(C)C)C(Nc1ccccn1)c1ccc(F)cc1 (stereo not drawn)	-18.6	-54.4	0.0	-2.1	-1.7	7.2	1.4	-1.2	-1.2	-9.0	-23.3
37	Cc1ccc(Cl)c(NC(=O)CN(C)CC(=O)Nc2ccc(F)c(F)c2F)c1Cl	3.9	9.0	-0.1	-0.8	19.7	-1.3	-1.3	-0.4	-9.3	13.2	-33.1
38	COc1ccc(C2CC(=O)Oc3ccc(OC)cc32)cc1 (stereo not drawn)	7.8	-36.5	0.1	/	-4.8	-8.9	8.3	1.1	-0.4	-22.2	-11.0
39	CCOC(=O)C1(CCCc2ccccc2)CCN(C(=O)C(C)n2cncn2)CC1 (stereo not drawn)	-7.3	3.2	-0.3	1.2	-7.5	-7.8	1.5	-4.2	13.2	2.4	-11.8
40	CC(=O)c1ccc(NC(=O)C2CC(=O)N(C(C)C)C2)cc1 (stereo not drawn)	5.7	-23.0	0.1	-1.4	10.0	-11.3	10.4	-0.3	7.0	10.3	25.0
41	CCN(CC(=O)N1CCOCC1)S(=O)(=O)c1ccc(Cl)cc1	13.0	3.2	0.3	2.2	8.2	5.7	2.0	-0.6	3.3	0.6	7.0
42	O=C(O)c1ccc(COc2ccccc2[N+](=O)[O-])o1	-9.2	-11.5	-0.2	1.5	-10.9	3.5	-2.2	0.9	0.3	-19.1	-9.3
43	COc1ccc(C(=O)OCCOc2ccccc2C(C)=O)c(O)c1	-44.9	23.9	0.2	6.1	-39.7	20.1	-0.4	-1.7	-5.7	-6.4	-16.5
44	CCOC(=O)c1sc2nc(C)nc(SC(C)C(=O)NC3CC3)c2c1C (stereo not drawn)	-2.1	-1.9	-0.1	-0.8	-0.6	6.4	-4.7	-0.4	9.2	-13.8	-4.9
45	Cc1nc2ccccn2c1-c1ccnn1S(=O)(=O)c1ccc(F)cc1	37.7	56.4	2.0	1.1	32.7	17.9	11.0	0.1	-8.6	31.3	51.8*
46	COc1ccc(C(=O)/C=C/C(=O)N(Cc2ccccc2)C(C(=O)NC2CCCCC2)c2ccncc2)c(O)c1 (stereo not drawn)	40.5*	-13.6	0.1	-0.6	14.5	15.0	-0.8	-4.2	-14.2	-4.0	9.9
47	COc1ccc([N+](=O)[O-])cc1NC(=O)Nc1ccc(OC)c(OC)c1	-21.6	7.1	1.4	-0.8	-8.5	-12.9	-6.8	0.1	-8.2	-9.0	-16.9
48	Nc1nc(-c2sc3nc4c(cc3c2N)CCCC4)nc(N2CCOCC2)n1	-243.1	-21.7	-0.3	-2.0	-99.5	-4.2	-20.1	0.0	-9.5	-56.6	-10.3

High-throughput results (PubChem)
